Screens as filed in PubChem.
RBX1-CUL1 inh: human ROC1-CUL1 E3 ligase inhibition; P62877+Q13616; in vitro K48 di-Ub FRET, acceptor:donor ratio, 45 min; inhibition, % at 10 µM; actives 0.6% (n = 140,000); in the data active means inhibition above about 25%
Target sequence (P62877 whole entry, looked up): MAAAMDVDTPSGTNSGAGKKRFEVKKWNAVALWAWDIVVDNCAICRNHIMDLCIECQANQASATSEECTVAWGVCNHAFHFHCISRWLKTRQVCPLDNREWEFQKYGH
Target sequence (Q13616 whole entry, looked up): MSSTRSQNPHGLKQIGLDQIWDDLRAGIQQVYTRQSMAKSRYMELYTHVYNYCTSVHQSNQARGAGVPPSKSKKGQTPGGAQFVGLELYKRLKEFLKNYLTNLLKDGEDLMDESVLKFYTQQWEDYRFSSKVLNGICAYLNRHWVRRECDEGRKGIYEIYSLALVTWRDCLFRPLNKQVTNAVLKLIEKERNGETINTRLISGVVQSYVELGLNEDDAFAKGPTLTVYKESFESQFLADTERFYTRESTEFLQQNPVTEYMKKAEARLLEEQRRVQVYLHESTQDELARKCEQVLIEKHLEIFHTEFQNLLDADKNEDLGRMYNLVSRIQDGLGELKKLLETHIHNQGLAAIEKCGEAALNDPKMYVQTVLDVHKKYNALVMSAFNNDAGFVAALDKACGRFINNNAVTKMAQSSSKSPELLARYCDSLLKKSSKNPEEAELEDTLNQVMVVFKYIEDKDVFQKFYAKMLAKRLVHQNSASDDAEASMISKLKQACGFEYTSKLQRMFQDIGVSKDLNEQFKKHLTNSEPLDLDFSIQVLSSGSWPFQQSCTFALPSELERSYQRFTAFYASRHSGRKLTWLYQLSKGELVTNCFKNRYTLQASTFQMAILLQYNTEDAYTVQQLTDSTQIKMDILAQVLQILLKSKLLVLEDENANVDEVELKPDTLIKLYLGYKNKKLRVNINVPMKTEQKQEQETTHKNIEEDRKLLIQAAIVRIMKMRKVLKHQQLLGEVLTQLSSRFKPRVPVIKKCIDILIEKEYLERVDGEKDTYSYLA
Starred values were filed as active, the others as inactive; & = joins results of further samples. A portion of the library. The share of hits here may be higher or lower than overall.

SMILES	RBX1-CUL1 inh
O=C(c1cc(-c2ccc(Cl)s2)nc2ccccc12)N1CCN(C/C=C/c2ccccc2)CC1	-8.3
O=C(/C=C/c1cccs1)c1ccc2c(c1)OCCO2	1.3
COc1ccc(OCC(O)CN(C)C)c(CNC2CCCCCC2)c1 (stereo not given)	8.0
Cc1ccc(C2(c3noc(CN4CCC[C@H]4CO)n3)CCCC2)cc1	-3.2
CCc1ccccc1NC(=O)CSc1nc2n[nH]c(C)c2c(=N)n1-c1cccc(C)c1	15.6
CCCCC(=O)Nc1ccc(C(=O)OCc2cc(=O)n3nc(C4CC4)sc3n2)cc1	4.4
CC(C)Cc1cc(C(=O)NCCC2CN(c3cnn(C)c(=O)c3)CCO2)no1 (stereo not given)	-4.5
CCOC(=O)c1c(C)oc2nc(C)nc(NCCCN3CCN(c4cc(C)ccc4C)CC3)c12	-1.4
O=C(CC1CCCCC1)Nc1nc2c(s1)C(=O)CC(C(=O)N1CCCCC1c1cccnc1)C2 (stereo not given)	3.3
CCN1C=C(c2ccc3cc(C)ccc3n2)C(c2c[nH]c3ccccc23)c2cc(C)ccc21 (stereo not given)	1.7
O=C(Nc1c(-c2ccccc2)nc2ccccn12)c1ccccc1F	-3.6
COc1ccc(S(=O)(=O)CCc2nnc(NC(=O)c3ccc(C)cc3)s2)cc1	0.9
COCCCNC(=O)c1ccc(CSc2nc3cccnc3n2Cc2ccc(OC)cc2)cc1	-5.9
CCOc1cccc2sc(N(CCN(CC)CC)C(=O)c3ccco3)nc12	7.4
CCOC(=O)c1nc(Nc2cccc(C)c2)c2ccccc2n1	1.2
CC(C)NS(=O)(=O)c1cccc([N+](=O)[O-])c1	-6.6
N=C1CCCN1c1ccc(Cl)c(Cl)c1	-1.7
CC1=NC(=O)C(NC(=O)c2ccccc2Cl)(C(F)(F)F)C1C#N (stereo not given)	-4.5
N#CC1CCC1CS(=O)(=O)c1ccccc1 (stereo not given)	1.0
COc1ccc(NC2CCCN(C(=O)CCSC)C2)cc1OC (stereo not given)	-1.0
CC1CCc2noc(NC(=O)c3ccc([N+](=O)[O-])cc3)c2C1 (stereo not given)	-3.1
CN(C)S(=O)(=O)c1ccc2c(c1)N(CC(=O)N1CCN(c3cccc(Cl)c3)CC1)CCS2	2.9
COc1cc(C2C3=C(CCCC3=O)N(N(C)C)C(=N)C2C#N)ccc1OCc1ccccc1 (stereo not given)	9.2
CCOc1ccc(CCNC(=O)c2cc3sccc3n2CC)cc1OCC	-9.7

Ordered by molecular weight (descending): part of the list above.
SMILES	RBX1-CUL1 inh
CCOC(=O)c1nc(Nc2cccc(C)c2)c2ccccc2n1	1.2
CC1CCc2noc(NC(=O)c3ccc([N+](=O)[O-])cc3)c2C1 (stereo not given)	-3.1
CC(C)NS(=O)(=O)c1cccc([N+](=O)[O-])c1	-6.6

(next part)
SMILES	RBX1-CUL1 inh
Cc1c(CN2CCOC(Cc3ccccc3Cl)C2)cnn1C (stereo not given)	6.4
O=[N+]([O-])c1cn(CCNc2c3ccccc3nc3ccccc23)cn1	7.3
COc1ccccc1-n1c(=O)c2c3c(sc2n(C)c1=O)CN(C(C)=O)CC3	2.8
COc1ccc(C(=O)N/N=C/c2ccc(OCc3c(Cl)cccc3Cl)c(OC)c2)cc1	-9.8
COc1ccc(-c2nnc(SCC=C(C)C)o2)cc1	11.7
COCCn1cc(C(=O)NCCc2cccc(Cl)c2)c(=O)c(C(=O)N(C)CC(C)C)c1	4.7
Cc1cccc2c1N(C(=O)c1cccc(NC(=O)c3ccccc3)c1)CCC2	-11.7
O=C1C(=Nc2ccccc2O)C(Cl)C(=O)N1c1cc(Cl)ccc1Cl (stereo not given)	-7.5
CCCCC(=O)NC1(C(F)(F)F)C(=O)N(CC(C)C)C2=C1C(=O)CC(C)(C)C2 (stereo not given)	5.4
O=C1C2C(c3ccc(Br)cc3)OC3(C(=O)c4ccccc4C3=O)C2C(=O)N1c1ccc(Oc2ccc(Cl)cc2)cc1 (stereo not given)	0.4
COC(=O)c1sc2cccc(F)c2c1S(=O)(=O)Nc1cc(C)c(Cl)cc1OC	1.8
CC(=O)N1CCCc2cc(S(=O)(=O)N3CCCC(C(=O)N4CCN(c5ccccc5F)CC4)C3)ccc21 (stereo not given)	-9.3
Cc1cc(OCC(=O)Nc2c(C(=O)c3ccccc3)oc3ccccc23)cc(C)c1Cl	-9.3
O=S(=O)(NCc1ccc(Cl)cc1)c1ccc(N2CCCCS2(=O)=O)cc1	-1.0
CCN1CCN(CC(=O)NC2CCCN(c3ccc(C(F)(F)F)cn3)C2)CC1 (stereo not given)	-3.8
Oc1ccc(CN2CC[C@@H](N3CCN(c4ccccc4F)CC3)[C@H](O)C2)cc1	8.7
CCCc1nn(C)c2c(=O)[nH]c(-c3ccccc3OCC)nc12	-4.3
NC(=O)c1cccnc1Nc1ccccc1F	-2.6
CN(C)C(=O)OCCN1C(=O)c2cccc3cccc(c23)C1=O	-1.7
Cc1cc(NC(=O)C(C)Oc2ccccc2)no1 (stereo not given)	12.0
O=c1c2c3c(sc2[nH]c(=S)n1-c1ccccc1)CN(Cc1ccccc1)CC3	6.2
N=C1/C(=C/c2cn(Cc3ccccc3F)c3ccccc23)C(=O)N=C2SC(c3ccccc3Cl)=NN12	0.3
CCNc1nc(NCC)n2c(=S)[nH]nc2n1	3.3
COc1cc(NC(=O)C(CC(C)C)NS(=O)(=O)c2ccc3c(c2)oc(=O)n3C)c(C(=O)O)cc1OC (stereo not given)	0.9

2 entries from above, as comma-separated lines:
SMILES,RBX1-CUL1 inh
CC(C)Cc1cc(C(=O)NCCC2CN(c3cnn(C)c(=O)c3)CCO2)no1 (stereo not given),-4.5
CN(C)S(=O)(=O)c1ccc2c(c1)N(CC(=O)N1CCN(c3cccc(Cl)c3)CC1)CCS2,2.9

Remaining list, next part.
SMILES	RBX1-CUL1 inh
O=C(CSc1nnc(CNc2ccc(I)cc2)n1-c1ccccc1)N/N=C/c1ccc(O)cc1	7.5
COc1ccc(CC(O)CO)cc1OC (stereo not given)	6.5
CCOC(=O)c1ccccc1NC(=O)N1CCCN(S(=O)(=O)c2ccc3c(ccn3CC)c2)CC1	-2.7
Cc1ccc(S(=O)(=O)N2CC3(C)CN(S(=O)(=O)c4ccc(C)cc4)CC(C)(C2)C3O)cc1 (stereo not given)	9.9
Cc1cc(C)cc(NC(=O)C(CC(C)C)NC(=O)C2CCCCC2)c1 (stereo not given)	-8.0
C=CCN1C(=O)/C(=C\c2cccs2)SC1=Nc1nnc(CC)s1	-6.7
Cc1cc(CN(C)C(=O)CC2(c3ccccc3)CC(=O)N(Cc3cccs3)C2=O)on1 (stereo not given)	1.6
O=C1c2cccc3c2C(C(=O)C1Cc1ccccc1)C(=O)N(c1ccccc1)C3=O (stereo not given)	-4.4
CCOc1ccccc1C(=O)Nc1ccc(S(=O)(=O)Nc2nc(C)cc(C)n2)cc1	-11.8&1.1
COc1cc(NS(=O)(=O)c2ccc(NC(=O)CSC3=NC(=N)CC(=O)N3)cc2)nc(OC)n1	-2.7
Nc1nnc(Sc2ccc(C(=O)O)cn2)s1	-4.2
CN(C)C(=S)O/C(=C\SC(=O)c1ccccc1)c1ccccc1	-0.6
CC12CCC(C/C1=N/OC(=O)c1cccc([N+](=O)[O-])c1)C2(C)C (stereo not given)	-12.3
CCOc1c(Br)cc(C2CC(=O)Nc3cc4c(cc32)OCO4)cc1OC (stereo not given)	0.7
Cc1cccc(OCC(=O)Nc2ccc(Cl)c(-c3nc4ncccc4o3)c2)c1C	4.7
CCN(CC)S(=O)(=O)c1cc(S(=O)(=O)c2ccc(Cl)c(S(=O)(=O)N(CC)CC)c2)ccc1Cl	0.9
O=C(CCN1CCOCC1)NC1CCCN(c2nc3ccccc3s2)C1 (stereo not given)	0.4
O=C(CSc1nc2c(c(=O)[nH]1)CCC2)Nc1ccccc1F	8.2
CC1=C(c2ccccc2)OC2(c3ccccc3)CC(c3cccc(Br)c3)N(C(=O)c3ccccc3)c3ccccc3N2C1=O (stereo not given)	1.1
CC(C)c1nc(C(=O)N2CCc3onc(-c4ccccc4F)c3C2)cs1	-7.7
C/C(=C1/N=C(c2ccccc2)OC1=O)c1ccc(C)cc1	6.4
CCSc1nnc2c(n1)OC(c1ccc(C)cc1)N(C(C)=O)c1ccccc1-2 (stereo not given)	11.2
COc1cc(C)ccc1OCc1nc(C(=O)NC2CCC2)co1	0.7
O=S(=O)(O)c1cc(I)c(OC(=S)Nc2ccccc2)c2ncccc12	4.6
COC(=O)c1cnn(-c2cc(Oc3ccccc3C)ncn2)c1C	4.9
Fc1ccc(-c2nc(Nc3ccc(F)c(Cl)c3)nc3c2COc2ccccc2-3)cc1	-1.1
COc1ccc(C(=O)NCc2nc(-c3ccccc3NS(=O)(=O)c3cccc(F)c3)oc2C)cc1	2.9
Cc1nc2nc(C)c(NS(=O)(=O)c3ccc(CC(C)C)cc3)c(=O)n2[nH]1	0.7
CCOC(=O)Nc1ccc2c(c1)CCC2	4.7
CCCc1cc(C(=O)Nc2c(C)nn(Cc3ccc(C)cc3)c2C)no1	0.6
CC(=O)Nc1cccc(Oc2ncnc3sc4c(c23)CCCC4)c1	-8.2
CCOc1ccc(C2Oc3ccc(C)cc3C(=O)C2=O)cc1 (stereo not given)	-4.8
Cc1cc(-c2ccccc2)o[n+]1Cc1ccccc1	-6.7
O=C(CSc1nc2ccccc2o1)c1ccc([N+](=O)[O-])cc1	-1.3
CCCCCCOC(=O)Nc1nnc(CCC)s1	2.7
COc1ccc(C2CN=NC23CCCc2ccccc2C3=O)cc1 (stereo not given)	7.9
Cc1ccc(NC(=O)CSc2nc3c(sc4ccccc43)c(=O)n2CCCC(=O)NC2CCCC2)cc1C	-0.3
CC(C)(C)c1csc(NC(=O)C(F)(F)F)n1	-8.8
CSc1cnn(Cc2ccccc2)c(=O)c1SC	1.0
COc1cccc(CNC(=O)c2cc3c(s2)-c2ccccc2OC3)c1	8.4
O=C(Nc1ccccc1)N1CCC(=S)Nc2ccccc21	-1.1
O=C(Cc1ccc(Cl)cc1)NCc1cn(-c2ccccc2)nc1-c1ccccc1	0.5
Cc1[nH]cnc1CN(C)CC1CCCN(CCc2ccc(Cl)cc2)C1 (stereo not given)	-6.0
CCCCN1C(=O)C(=O)C2=C(C)OC3(O)c4ccccc4C(O)(O)C213 (stereo not given)	-2.4
O=C(NC(=S)NCCC1=CCCCC1)c1ccccc1Br	-0.3
CCN(c1ccccc1)S(=O)(=O)c1ccc2c(c1)C(=O)C(C(=O)NCc1ccc(C)cc1)C=N2 (stereo not given)	-2.7
CCOc1ccc(NC(=O)Cn2nc(Cc3cccnc3)c3ccccc3c2=O)cc1	-2.1
CCC(=O)N1c2ccccc2CC1C(=O)NCc1ccc(N(C)C)cc1 (stereo not given)	-5.6
O=C(Cc1ccccc1)NC(NC1CCS(=O)(=O)C1)C(Cl)(Cl)Cl (stereo not given)	2.4
CC(C)(Oc1ccc(CCNC(=O)c2ccc(-c3ccccc3)o2)cc1)C(=O)O	-7.5
COc1cccc(-c2noc(COc3cccc(C)c3C)n2)c1	-2.1
O=C(c1ccncc1)N1CCC(C2CCN(c3ncccn3)CC2)C1 (stereo not given)	-2.0
CC(C)CSc1nnc(Cc2ccccc2)c(=O)[nH]1	-0.5
O=C(O)CCN=C1CCCc2ccccc2N1	-3.9
Cc1cccc(-c2cc(NC(=O)c3ccc(Br)cc3)n[nH]2)c1	4.1
CCOCCCNC(=O)C(c1ccc(Cl)cc1)N(Cc1ccc2c(c1)OCO2)C(=O)c1ccccc1O (stereo not given)	6.3
CCCCCC(=O)c1ccsc1	2.5
CCOC(=O)C1=NN(c2ccc(C)cc2)C2(S1)S/C(=C/c1cccs1)C(=O)N2c1ccccc1 (stereo not given)	-3.3
CC(C)Oc1ccc(C(=O)N2CCOCC2)cc1Br	0.5
Cc1ccc(N=C2CCCN2c2ccccc2)c(C#N)c1	-6.4
More records follow.
SMILES	RBX1-CUL1 inh
Fc1ccccc1CSc1nncn1NCc1c(F)cccc1Cl	2.3
CCC(=O)N1CCc2cc(CNS(=O)(=O)c3cccs3)ccc21	5.5
Cc1ccc(S(=O)(=O)c2nc(S(=O)(=O)c3ccc(C)cc3)c(NC(C)C)s2)cc1	6.0
CCOc1ccc(NC(=O)CC2C(=O)N(c3ccccc3)C(=O)N2CCc2ccc(OC)cc2)cc1 (stereo not given)	0.9
COc1cc(/C=N/NC(N)=O)ccc1OCc1c(Cl)cccc1Cl	7.0
N#Cc1ccccc1Cn1c(SCC(=O)Nc2ccc(F)cc2)nc2ccccc21	-7.2
CCOc1ccc2nc(N(Cc3cccnc3)C(=O)C3CCCCC3)sc2c1	-0.7
CCc1cccc(CC)c1NC(=O)Cn1c(=O)c(-c2cc(C)ccc2NC(C)=O)nc2ccccc21	5.4
O=C(Cn1c(=O)c2cccn2c2ccccc21)Nc1cc(F)ccc1F	11.6

Random excerpt: 7 records from the list
SMILES	RBX1-CUL1 inh
CCC(=O)N1CCc2cc(CNS(=O)(=O)c3cccs3)ccc21	5.5
COc1cc(/C=N/NC(N)=O)ccc1OCc1c(Cl)cccc1Cl	7.0
CCc1cccc(CC)c1NC(=O)Cn1c(=O)c(-c2cc(C)ccc2NC(C)=O)nc2ccccc21	5.4
Cc1ccc(S(=O)(=O)c2nc(S(=O)(=O)c3ccc(C)cc3)c(NC(C)C)s2)cc1	6.0
CCOc1ccc2nc(N(Cc3cccnc3)C(=O)C3CCCCC3)sc2c1	-0.7
N#Cc1ccccc1Cn1c(SCC(=O)Nc2ccc(F)cc2)nc2ccccc21	-7.2
O=C(Cn1c(=O)c2cccn2c2ccccc21)Nc1cc(F)ccc1F	11.6

Another view of some results above.
Structure,RBX1-CUL1 inh
CCc1cccc(CC)c1NC(=O)Cn1c(=O)c(-c2cc(C)ccc2NC(C)=O)nc2ccccc21,5.4
CCC(=O)N1CCc2cc(CNS(=O)(=O)c3cccs3)ccc21,5.5
